Growth percent in the NCI-60 one-dose screen (48 h, 10 µM unless noted): 100 = growth as untreated, 0 = no growth, -100 = all killed.
RPMI-8226: RPMI-8226 leukemia cells; 7.5% of 77,000 active; AID 1794781
CCRF-CEM: CCRF-CEM leukemia; 7% of 77,000 active
M14: M14 melanoma | AID 1794745 | 6.2% of 80,000 active
A549/ATCC: A549/ATCC NSCLC | 3.7% of 81,000 active | AID 1794740
EKVX: EKVX NSCLC | 3% of 71,000 active
HOP-62: HOP-62 NSCLC | 3.9% of 80,000 active | AID 1794735
MOLT-4: MOLT-4 leukemia cells | 6.9% of 80,000 active
HOP-92: HOP-92 NSCLC cells. 6.3% of 71,000 active. AID 1794738
Numbers without * were called inactive; / = not tested or not shown; & = joins results of further samples. Rule for the calls: active = growth percent below 10; inactive = the rest. This is a subset; count on the stated rates, not on these rows.

nr | Molecule | A549/ATCC | CCRF-CEM | RPMI-8226 | HOP-92 | MOLT-4 | HOP-62 | EKVX | M14
1 | O=[N+]([O-])/C=C/c1ccccc1Cl | 107 | 96 | 101 | 108 | 90 | 99 | / | 97
2 | O=C(O)c1ccc(Cl)nc1 | 95 | 101 | 105 | / | 106 | 118 | / | 99
3 | O=C(CCl)c1ccc(O)cc1 | 99 | 20 | 60 | 98 | 53 | 90 | 94 | 80
4 | Cc1cc(C)nc(C)c1.[Cl][Hg][Cl] | 97 | 78 | 99 | / | 92 | 102 | / | 97
5 | CNC(=O)Oc1cccn(C(=O)NC)c1=O | 99 | / | / | 116 | 82 | 91 | 108 | 94
6 | O=C1NC(=S)NC(=O)C1Cc1ccccc1O | 98 | 94 | 131 | / | / | / | 89 | 98
7 | COP(=O)(CCBr)OC | 102 | 95 | 102 | 91 | 109 | 102 | / | 112
8 | NCCc1ccc(N)cc1 | 99 | 91 | 100 | 104 | 91 | 105 | / | 102
9 | CN(C)NP(=O)(NN(C)C)NN(C)C | 100 | 94 | 104 | 100 | 102 | 112 | 97 | /
10 | N#CC(C#N)=Cc1c[nH]c2ccccc12 | 98 | 90 | 90 | 86 | 88 | 92 | 89 | 97
11 | O=NN(CC(=O)O)Cc1ccccc1 | 94 | 109 | 109 | 91 | 110 | 99 | 98 | 92
12 | CC12OOC(c3ccccc31)c1c2ccc2ccccc12 (configuration not stated) | 65 | -42* | -34* | -62* | -58* | 73 | -52* | -7.7*

Quoted from the listing:
Value of entry 10 in A549/ATCC: 98
Value of entry 1 in RPMI-8226: 101

Carrying on:
nr | Molecule | A549/ATCC | CCRF-CEM | RPMI-8226 | HOP-92 | MOLT-4 | HOP-62 | EKVX | M14
13 | COC(=O)CN(C)P(=O)(N1CC1)N1CC1 | 96 | 105 | 104 | 88 | 114 | 98 | 103 | 101
14 | COCCNC(=O)c1c(N)n(Cc2ccco2)c2nc3ccccc3nc12 | 86 | / | 32 | 12 | 77 | 98 | 76 | 115
15 | COC1=CC(=O)OC(CCc2ccc3c(c2)OCO3)C1 (configuration not stated) | 96 | 85 | 107 | / | 121 | 106 | 122 | 104
16 | Cn1c(O)c(/C=C2\C=c3ccccc3=NC2=O)c(=O)n(C)c1=O | 93 | 94 | 97 | 98 | 95 | 94 | 100 | 94
17 | Cc1cc([N+](=O)[O-])ccc1S(=O)(=O)F | 108 | 91 | 109 | / | 96 | 93 | / | 109
18 | CCCN1C(=O)NC(=O)C(CC)(N2C(=O)c3c(F)c(F)c(F)c(F)c3C2=O)C1=O (configuration not stated) | -65* | -57* | -30* | -51* | -80* | -57* | -44* | -65*
19 | CC(Cl)(Cl)C(=O)O | 101 | 107 | 123 | 101 | 114 | 110 | 106 | 100
20 | CNC(=O)Oc1ccc(Cl)cc1SSc1cc(Cl)ccc1OC(=O)NC | 103 | 51 | 48 | 43 | 53 | 95 | 109 | 112
21 | O=C1NCC(Br)C(=O)N1 (configuration not stated) | 109 | 90 | 89 | 81 | 92 | 77 | 103 | 87
22 | NC1CCOC1=O (configuration not stated) | 99 | / | 101 | 75 | 97 | 114 | / | 102
23 | CCCC(C)C1(CC)C(=O)NC(=S)NC1=O (configuration not stated) | 97 | 100 | 103 | / | 100 | / | 104 | 118
24 | COc1ccc(CCC(C)N)cc1 (configuration not stated) | 100 | 111 | 109 | 93 | 103 | 110 | 103 | 95
25 | O=C(N1CCCCCC1)N1CC1 | 100 | 99 | 95 | 93 | 102 | 101 | 116 | 100
26 | c1cc2c(c3c1CCNC3)OCO2 | 66 | 124 | 109 | 120 | 100 | 97 | 96 | 101
27 | COc1ccccc1NC1=N[C@]23CC(=O)CC[C@]2(C)[C@H]2CC[C@]4(C)C(=O)CC[C@H]4[C@@H]2C[C@@H]3S1 | 105 | 102 | 116 | 122 | 114 | 87 | 99 | 88
28 | O=C(OCCCc1ccccc1)C(Cl)(Cl)Cl | 101 | 103 | 104 | 95 | 104 | 108 | 100 | 97
29 | COc1cc(C=C2C(=O)N(C)C(=O)N(C)C2=O)cc(OC)c1O | 98 | 93 | 102 | / | 101 | 108 | / | 123
30 | CC1=C2C(=O)[C@](C)(CO)C=C2C(=O)[C@](C)(O)C12CC2 | 13 | 14 | / | -7.0* | 27 | 22 | 65 | 22
31 | CC1=C(CN)C2=C(C)C3(CC3)[C@@](C)(O)C(=O)C2=C1 | 93 | 110 | 114 | 115 | 97 | 88 | 102 | 96
32 | CC(C)CCC[C@@H](C)C1CCC2C3CCC4=C/C(=N/OC(=O)CCCc5ccc(N(CCCl)CCCl)cc5)CC[C@]4(C)C3CC[C@@]21C (some centres not stated) | 108 | 100 | 103 | 113 | 90 | 106 | 106 | 106
33 | S=C(Cl)Oc1ccccc1 | 96 | 99 | 101 | / | 99 | 109 | / | 114
34 | CCCCn1cc(C(=O)/C(C#N)=C/c2cc3cc(C)ccc3nc2Cl)c2ccccc21 | 101 | 74 | / | / | 77 | 92 | 56 | /
35 | CC(=O)O[C@H]1CCC2(C)C(=CCC3C2CCC2(C)/C(=N/OC(=O)c4ccc(N(CCCl)CCCl)cc4)CCC32)C1 (some centres not stated) | 2.1* | / | 27 | 76 | 3.9* | -61* | 23 | 59
36 | COc1ccc(/C=C\c2cc(OC)c(OC)c(OC)c2)c(NS(=O)(=O)c2ccc(C)cc2)c1O | 27 | 22 | 32 | 44 | 21 | 81 | / | 9.2*
37 | CN(C)c1n[nH]c(N)n1 | 96 | 103 | 114 | 107 | 101 | 97 | / | 98
38 | CC[CH2][Sn]([Cl])([Cl])[CH2]CC | 99 | 10 | 19 | 110 | 59 | 82 | 104 | 83
39 | Nc1ccc(CNC(=O)Nc2ccc(S(=O)(=O)F)cc2)cc1 | 98 | 86 | 94 | / | 88 | 97 | / | 106
40 | O=C(O)C(O)(c1ccc(Cl)cc1)C1(O)CCCC1 (configuration not stated) | 104 | 104 | 100 | 119 | 111 | 98 | 107 | 123
41 | CC1(C)C(C(=O)c2cn(CCO)c3ccccc23)C1(C)C | 97 | 94 | 105 | 90 | 88 | 98 | 99 | 104
42 | CC[C@H](C)[C@H](NC(=O)c1ccccn1)C(=O)N(C)[C@H](C[C@@H](OC(C)=O)c1nc(C(=O)NC23C4C5C2C2C3C4C52C(=O)OC)cs1)C(C)C (some centres not stated) | 98 | 71 | 78 | 103 | 90 | 91 | 91 | 69
43 | c1cc2c(cc1C1(N3CCCC3)CCCCC1)OCO2 | 110 | 122 | 108 | 92 | 104 | 102 | 93 | 96
44 | COC(=O)CCN1CC1(C)C (configuration not stated) | 100 | 91 | 100 | / | 104 | 108 | / | 107
45 | CC(CC(C#N)(c1ccccc1)c1ccccc1)N1CCOCC1 (configuration not stated) | 96 | 100 | 103 | 84 | 82 | 98 | / | 114
46 | COc1ccc(/C=C(/C(=O)N2CCCC2)c2cc(OC)c(OC)c(OC)c2)cc1N | 41 | 19 | 32 | 46 | 34 | / | 53 | 12
47 | CC(Cc1ccccc1)NC(N)=O (configuration not stated) | 100&106 | 102&85 | 108&113 | 97&112 | 99&89 | 104&99 | 97&104 | 103
48 | CC(=O)O[C@H]1CC[C@H]2[C@@H]3CC=C4c5nc(Cc6ccccc6)sc5CC[C@]4(C)[C@H]3CC[C@]12C | 80 | 53 | 10 | 71 | 69 | 100 | 95 | 84

In the list so far, five contain an aryl methoxy group.
nr | Molecule | A549/ATCC | CCRF-CEM | RPMI-8226 | HOP-92 | MOLT-4 | HOP-62 | EKVX | M14
24 | COc1ccc(CCC(C)N)cc1 (configuration not stated) | 100 | 111 | 109 | 93 | 103 | 110 | 103 | 95
27 | COc1ccccc1NC1=N[C@]23CC(=O)CC[C@]2(C)[C@H]2CC[C@]4(C)C(=O)CC[C@H]4[C@@H]2C[C@@H]3S1 | 105 | 102 | 116 | 122 | 114 | 87 | 99 | 88
29 | COc1cc(C=C2C(=O)N(C)C(=O)N(C)C2=O)cc(OC)c1O | 98 | 93 | 102 | / | 101 | 108 | / | 123
36 | COc1ccc(/C=C\c2cc(OC)c(OC)c(OC)c2)c(NS(=O)(=O)c2ccc(C)cc2)c1O | 27 | 22 | 32 | 44 | 21 | 81 | / | 9.2*
46 | COc1ccc(/C=C(/C(=O)N2CCCC2)c2cc(OC)c(OC)c(OC)c2)cc1N | 41 | 19 | 32 | 46 | 34 | / | 53 | 12

Back to the main list, repeating the four entries before the break.
nr | Molecule | A549/ATCC | CCRF-CEM | RPMI-8226 | HOP-92 | MOLT-4 | HOP-62 | EKVX | M14
45 | CC(CC(C#N)(c1ccccc1)c1ccccc1)N1CCOCC1 (configuration not stated) | 96 | 100 | 103 | 84 | 82 | 98 | / | 114
46 | COc1ccc(/C=C(/C(=O)N2CCCC2)c2cc(OC)c(OC)c(OC)c2)cc1N | 41 | 19 | 32 | 46 | 34 | / | 53 | 12
47 | CC(Cc1ccccc1)NC(N)=O (configuration not stated) | 100&106 | 102&85 | 108&113 | 97&112 | 99&89 | 104&99 | 97&104 | 103
48 | CC(=O)O[C@H]1CC[C@H]2[C@@H]3CC=C4c5nc(Cc6ccccc6)sc5CC[C@]4(C)[C@H]3CC[C@]12C | 80 | 53 | 10 | 71 | 69 | 100 | 95 | 84
49 | O=C(c1ccccc1O)c1[nH]c(Cl)c(Cl)c1-n1c(C(=O)c2ccccc2O)cc(Cl)c1Cl | 3.2* | 3.9* | -30* | -38* | -1.1* | -9.2* | / | -0.4*
50 | Cc1nn(Cc2ccccc2)c(C)c1C1(O)CC(CSC#N)OC1=O (configuration not stated) | 115 | 166 | 135 | 123 | 145 | 139 | 100 | 109
51 | Cn1c(=O)c2c(nc(NCCCl)n2CC(=O)Nc2ccccc2)n(C)c1=O | 81 | 101 | 95 | 79 | 87 | 82 | 102 | 95
52 | C[C@@H]1C[C@@]2(C)C(=CC1=O)CC[C@H]1[C@@H]3CC[C@](C)(O)[C@@]3(C)C[C@@H]3O[C@@]312 | 101 | 97 | / | 87 | 111 | 97 | 100 | 116
53 | CCOC(=O)c1c(C)n(Cc2ccccc2)c2ccc3c(c12)NC(=O)C(CC(=O)O)O3 (configuration not stated) | 106 | 89 | 87 | 83 | 93 | 97 | 105 | 114
54 | O=C(CF)NC(Cc1c[nH]c2ccccc12)C(=O)O (configuration not stated) | / | 119 | 126 | / | 98 | 79 | 111 | 106
55 | Cc1ccc(-c2nc3c(s2)CC[C@@]2(C)C3=CC[C@H]3[C@@H]4CC[C@H](O)[C@@]4(C)CC[C@@H]32)cc1 | 103 | 99 | 80 | 95 | 89 | 101 | 101 | 99
56 | COc1ccc(CC(C)NCC(O)c2ccc(O)c(O)c2)cc1 (configuration not stated) | 102 | / | 97 | 78 | 95 | 104 | 113 | 108
57 | O=C1C2CCC1C(N1CCCC1)CC2 (configuration not stated) | 98 | 94 | 99 | 86 | 98 | 101 | / | 101
58 | C[N+]1([O-])C2CCC1CC(OC(=O)C(O)c1ccccc1)C2 (configuration not stated) | 92 | 100 | 107 | 146 | 107 | 99 | 115 | 97
59 | COP(=S)(OC)Oc1ccc(SC)c(C)c1 | / | 113 | / | 73 | / | 95 | 106 | 101
60 | CC(C)c1cccc(C(C)C)c1O | 76&93 | 91&107 | 100&101 | 100 | 115&84 | 110&111 | 95&101 | 111&109
61 | Cc1ccc(C(=O)OC(C(=O)O)C(OC(=O)c2ccc(C)cc2)C(=O)O)cc1 (configuration not stated) (tested in a mixture with another compound) | 71 | 23 | -3.0* | 18 | 36 | 66 | 33 | 45
62 | O=C(Cc1ccccc1)c1ccccc1 | 107 | 7.6* | 85 | 88 | 107 | 98 | 103 | 107
63 | COCCOC(=S)SSC(Cl)(Cl)Cl | 99 | / | 107 | 120 | 96 | 102 | / | 103
64 | CC(=O)NC(NP(=O)(N(C)C)N(C)C)C(Cl)(Cl)Cl (configuration not stated) | 93 | 79 | 98 | 82 | 92 | 88 | 97 | 97
65 | C1CCN(C2CCNCC2)C1 | 98 | / | 98 | 81 | 103 | 105 | / | 118
66 | CCCCN(CCCC)CC(O)c1ccccc1 (configuration not stated) | 104 | 100 | 113 | / | 97 | 114 | 97 | 100
67 | CC12CCC3C(CCC4=CC(=O)CCC43CF)C1CCC2=O (configuration not stated) | 99 | 88 | / | 114 | 106 | 124 | 95 | 103
68 | C[C@H](N)[C@H](O)c1ccccc1 | 96&103 | 104&102 | 106 | 94 | 115&106 | 101&114 | 161&108 | 98&101
69 | CC(=O)O[C@@H]1C[C@H]2O[C@@H]3C=C(C)CC[C@]3(C)[C@]1(C)[C@]21CO1 | 13 | -3.2* | -15* | 17 | -9.5* | 6.1* | 26 | -46*
70 | C[C@H]1C[C@@H]2[C@H](CC[C@]3(C)C(=O)CC[C@@H]23)[C@H]2CCC(=O)C=C12 | 60 | 82 | 103 | 97 | 87 | 84 | 89 | 102
71 | CC(C)(N)Cc1ccccc1Cl | 101 | 89 | 75 | 94 | 99 | 91 | 96 | 103
72 | C#CC1(O)CCC(C(C)(C)C)CC1 (configuration not stated) | 94 | 97 | 102 | 88 | 114 | 115 | 118 | 108
73 | COC(=O)[C@@]1(C)CC[C@]2(C)CC[C@]3(C)C4=CC=C5C(=CC(=O)C(O)=C5C)[C@]4(C)CC[C@@]3(C)[C@@H]2C1 | -93* | -41* | -27* | -87* | -43* | -91* | -78* | -94*
74 | CN(C)Cc1c[nH]c2ccc(OCc3ccccc3)cc12 | 96 | 81 | 84 | 56 | 100 | 82 | 69 | 91
75 | CCCCOCCOP(OCCOCCCC)OCCOCCCC | 110 | 97 | 109 | 102 | 93 | 94 | 95 | 104
76 | N#CC(C#N)=Cc1ccc(C#N)cc1 | 100 | 91 | 96 | 90 | 102 | 106 | 97 | 100
77 | CCOC(=O)C1C2c3ccccc3C(C1C(=O)OCC)[n+]1ccccc12 (configuration not stated) | 111 | 101 | 102 | 93 | 109 | 107 | 129 | 94
78 | CN1CCc2cc3c(cc2C1O)OCO3 (configuration not stated) | 106&96 | 103&87 | 94 | / | 111 | 99&103 | 93&107 | 99&102
79 | O=P(Oc1ccccc1)(Oc1ccccc1)Oc1ccccc1Cl | 97 | 96 | 101 | 95 | 97 | 100 | / | 118
